High-throughput results as filed in PubChem.
KB-3-1 cytotox = qHTS assay for MDR1-selective chemotherapeutics: Primary screen using the parental adenocarcinoma cell KB-3-1 | KB-3-1 viability, CellTiter-Glo ATP luminescence, 72 h | Potency, µM (highest dose often 46.1 µM), inactives show at the highest dose activity change, negative = cytotoxic, most hits filed as cytotoxic | 400,000 compounds, 1.4% hits | AID 1347075, 2019; note: potency is the fitted concentration of half-maximal effect; % is set by controls: 0 for no effect and ±100 for the full control effect; nearly all actives have a fitted effect of over 60% in size
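Using CellTiter-Glo luminescence, growth of non-resistant KB-3-1 adenocarcinoma cells is assessed 72 h after pin-tool compound addition at 37 °C. Normalized responses across the concentration series yield fitted curves.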
IL-1B inflam inh = qHTS for Inhibitors of Inflammasome Signaling: IL-1-beta AlphaLISA Primary Screen; THP-1 LPS/ATP IL-1B secretion, AlphaLISA, 16 h; hits give low values; activity change, % at 57.5 µM; 360,000 compounds, 4.7% hits; in the data active = activity change below about -50%; inconclusive = mostly about -30% to -49%; note: % is set by controls: 0 for no effect and ±100 for the full control effect
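THP-1 cells pretreated 1 hr with compounds (up to 57.5 uM final), then stimulated with LPS (250 ng/mL final) plus ATP (1.25 mM final); secreted IL-1B measured by AlphaLISA after 16 hr, decreased signal indicating inhibition.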
HT1080-NT tox = qHTS for induction of synthetic lethality in tumor cells producing 2HG: qHTS for the HT-1080-NT fibrosarcoma cell line. 360,000 compounds, 1.6% hits. HT-1080-NT fibrosarcoma viability, CellTiter-Glo ATP luminescence, 48 h. AID 686970, 2013. Potency, µM (titrated, usually from 46.1 µM), for inactives: at the top dose activity, negative = less viability, hits mostly cytotoxic;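 note: NT is the 2HG producing partner of a matched IDH1 knockdown line; potency is the fitted concentration of half-maximal effect; 0% = DMSO-treated cells and -100% = media-only wells without cells; nearly all actives have a fitted effect of over 55% in size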
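HT-1080-NT; 750 cells/well; 5% FBS RPMI; 48 h compound, 37 degrees C; CellTiter-Glo luminescence; curve fitting and curve-class assignment.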
HT1080 IDH1KD tx = qHTS for induction of synthetic lethality in tumor cells producing 2HG: qHTS for the HT-1080-IDH1KD cell line; Potency, µM (doses to about 46.1 µM), for the others: at the highest dose activity, negative = toxicity, usual class: cytotoxic; AID 686971, 2013; 360,000 compounds, 2% hits; HT-1080 IDH1 knockdown viability, ATP luminescence, 48 h;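 note: potency is the fitted concentration of half-maximal effect; 0% = DMSO wells and -100% = cell-free medium wells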
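% activity derives from luminescence (CellTiter-Glo), normalised to DMSO and no-cell wells. HT-1080-IDH1KD cells, 750/well, had 48 h compound exposure at 37 °C.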
HepG2 viability = qHTS for Inhibitors of TGF-b: Cytotox Counterscreen. HepG2 CAGA-GFP viability, ATP luminescence, 18 h. 410,000 compounds, 0.76% hits. Potency, µM (series often up to 46.1 µM), for inactives: at the highest dose activity change, negative = cytotoxicity, actives largely listed as cytotoxic; note: potency is the fitted concentration of half-maximal effect; some results filed as inactive show a strong effect at the top dose
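HepG2 CAGA-GFP cells (1000/well, DMEM with 1% FBS) received compound, then TGF-beta at 500 pg/mL final, and were incubated 18 hours at 37 degrees C. Viability was read by CellTiter-Glo luminescence. Media-only wells were set as complete cell-killing and DMSO as no toxicity.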
ATXN2 expr inh = Primary qHTS for Inhibitors of ATXN expression | AID 1745845, 2022 | HEK-293 ATXN2-luciferase reporter, luminescence, 24 h | 360,000 compounds, 0.72% hits | Potency, µM (doses to about 57 µM), inactives show at the highest dose activity change, negative = inhibition, actives largely listed as inhibitors; note: potency is the fitted concentration of half-maximal effect; % is set by controls: 0 for no effect and ±100 for the full control effect; nearly all actives have a fitted effect of over 55% in size
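qHTS (up to 57 uM final) was run with 24 h compound exposure of reporter cells at 37 °C. Each well was multiplexed: SteadyGlo luminescence measured ATXN2-luciferase expression after a fluorogenic Gly-Phe-AFC viability readout (25 uM final).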
S2 tox = Viability Counterscreen for Primary qHTS for Inhibitors of ATXN expression. S2 cells (HEK-293 line with an ATXN2-luciferase reporter) viability, CellTiter-Fluor protease fluorescence, 24 h. Potency, µM (highest dose often 56.7 µM), actives largely listed as cytotoxic. 400,000 compounds, 0.49% hits. AID 651635, 2014; note: potency is the fitted concentration of half-maximal effect; nearly all actives have a fitted effect of over 40% in size
SW480 rerep = A quantitative high throughput screen for small molecules that induce DNA re-replication in SW480 colon adenocarcinoma cells. AID 624297, 2012. SW480 DNA re-replication, Hoechst DNA content imaging, 48 h. Potency, µM (series often up to 46.1 µM), for the others: top-dose re-replication activation, most hits filed as activators. 340,000 compounds, 1.8% hits; note: potency is the fitted concentration of half-maximal effect; % of control where 0% means no effect; nearly all actives have a fitted effect of over 55% in size
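Per well, 250 cells were exposed to pinned compound for 48 hr. Nuclear DNA was visualised with Hoechst (40 min, 37 C) and total object intensity recorded by fluorescence scanning.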
MCF10A rerep = A quantitative high throughput screen for small molecules that induce DNA re-replication in MCF 10a normal breast cells. MCF 10A DNA re-replication, Hoechst nuclear intensity, 48 h. Potency, µM (series often up to 46.1 µM), without a hit: at the highest dose activity, positive = re-replication, usual class: activators. 350,000 compounds, 2.9% hits; note: potency is the fitted concentration of half-maximal effect; % of control where 0% means no effect; nearly all actives have a fitted effect of over 50% in size
* hit, by the source's call; i = inactive; u = inconclusive; x = not tested or not shown; [ ] = dose if it differs, or a comment. Unless noted, calls come from the whole dose curve; as a rule, active = well fitted curve in the direction sought with a large enough effect; inconclusive = small, poorly fitted or top-dose-only effect, or another doubt; inactive = no such curve, though single readings can be large; an effect the other way counts as inactive or inconclusive.

Below each compound: KB-3-1 cytotox, IL-1B inflam inh, HT1080-NT tox, HT1080 IDH1KD tx, HepG2 viability, ATXN2 expr inh, S2 tox, SW480 rerep, MCF10A rerep
> Cc1ccc(-c2csc(NC(=O)c3ccco3)n2)cc1C
→ -7%, -26, -23%, -12%, -25%, 5%, u, -1%, u
> COc1ccccc1CCNC(=O)CSc1nc(=O)[nH]c2c1CCC2
→ 3%, 8, 5%, 5%, 2%, -3%, i, 1%, 0%
> OCc1ccccc1-c1ccc2nccn2c1
→ 0%, -7, 19%, 15%, 8%, 2%, x, x, x
> CCNC(=O)NC(=O)C(C)OC(=O)c1ccc(SC)cc1OC (stereo unspecified)
→ -1%, 10, 5%, 9%, 8%, x, u, -9%, 2%
> O=C(Nc1scc(-c2ccc(F)cc2)c1C(=O)O)c1ccco1
→ -5%, -11, -12%, -5%, -21%, 23%, i, 2%, -2%
> O=C(NC1C=CS(=O)(=O)C1)c1ccccc1 (stereo unspecified)
→ 4%, 16, 6%, 19%, 11%, 6%, i, -2%, -2%
> Cc1cc(NS(=O)(=O)c2ccc(NC(=O)Nc3ccc4c(c3)OCO4)cc2)no1
→ 0%, -5, -3%[9.24 µM], -2%, -11%, 61%[activator], i, -2%, -1%
> O=C(NCC1CCCO1)c1ccccc1-c1nc(-c2ccccc2Cl)no1 (stereo unspecified)
→ u, 4, u, -22%, -15%, 12%, i, -1%, 11%
> O=C(CCCO)c1ccc2c(c1)OCCO2
→ 3%, -5, -13%, -15%[9.24 µM], -16%, 17%, i, 5%, -2%
> O=C(Nc1ncn[nH]1)c1cccc(S(=O)(=O)N2CCOCC2)c1
→ 1%, 13, 3%, 20%, 0%, -11%, x, -2%, 9%
> CCC(Sc1ccc(C(=O)O)cc1)C(=O)O (stereo unspecified)
→ 1%, 25, -1%, 1%, -9%, -5%, i, -4%, 10%
> Cn1nc(C(=O)NCc2ccccc2)c2ccccc2c1=O
→ 1%, 34, 2%, 1%, -19%, 4%, i, -1%, 20%
> O=C(N/N=C/C(Cl)=C/c1ccc([N+](=O)[O-])cc1)C(=O)Nc1ccc(C(=O)O)cc1
→ 10%, -52*, 1%, 7%, -3%, 1%, i, u, u
> COc1ccc(NS(=O)(=O)c2ccc3c(c2)CC(C)N3C(C)=O)c(OC)c1 (stereo unspecified)
→ -20%, x, x, x, -1%, -13%, i, x, x
> Cc1ccc(-n2c(C)cc(C)c(C#N)c2=O)cc1
→ 8%, 14, -5%, -3%, -7%, 0%, i, 1%, -4%
> CCC(C)NC(=O)Cc1ccc(NC(=O)N2CCCCc3ccccc32)cc1 (stereo unspecified)
→ 2%, x, x, x, 0%, 1%, i, x, x
> Cc1cc(-c2nnc(CCC(=O)N(C)C(C)c3cccs3)o2)no1 (stereo unspecified)
→ 3%, -7, 4%, 3%, 2%, 9%, i, 4%, -4%
> CCCCC(C(=O)O)C(C)CC(=O)Nc1nncs1 (stereo unspecified)
→ 13%, 10, 11%, 2%, 0%, -8%, i, -14%, 5%
> O=C1NC(=O)C(c2ccccc2)(c2ccc(O)cc2)N1 (stereo unspecified)
→ 0%, 2, 6%, 3%, 5%, 6%, i, -13%, 0%
> O=C(NCCc1ccccc1)C(=O)NCC(c1ccco1)N1CCOCC1 (stereo unspecified)
→ 12%, -2, 4%, 0%, 3%, 7%, i, -2%, 0%

3 entries from above, sorted by the value under SW480 rerep, falling.
SMILES	IL-1B inflam inh	SW480 rerep
COc1ccccc1CCNC(=O)CSc1nc(=O)[nH]c2c1CCC2	8	1%
Cc1ccc(-c2csc(NC(=O)c3ccco3)n2)cc1C	-26	-1%
CCCCC(C(=O)O)C(C)CC(=O)Nc1nncs1 (stereo unspecified)	10	-14%

(next part)
Below each compound: KB-3-1 cytotox, IL-1B inflam inh, HT1080-NT tox, HT1080 IDH1KD tx, HepG2 viability, ATXN2 expr inh, S2 tox, SW480 rerep, MCF10A rerep
> COc1ccc(-c2csc(NC(=O)Cc3ccccc3F)n2)cc1OC
→ u, -64*, -24%, -28%, -2%, -31%, i, -3%, u
> COCCN1C(=O)C(O)=C(C(=O)c2cccs2)C1c1ccccc1 (stereo unspecified)
→ 17%, 16, 11%, 13%, -1%, -7%, i, -14%[9.22 µM], -18%
> CCc1ccc(CN(C)C(=O)CC2C(=O)NCCN2Cc2ccoc2)cc1 (stereo unspecified)
→ -1%, -14, 4%, 0%, -4%, x, i, 0%, -2%
> COC(=O)c1sccc1OC(C)C(C)=O (stereo unspecified)
→ 0%, -3, -15%, -8%, 0%, -4%, i, 21%, 3%
> O=C(NCc1ccccc1Cl)C1CCN(c2cnccn2)CC1
→ -4%, 7, 0%, 2%, -3%, -40%, i, -2%, 0.52µM*
> COc1ccc(S(=O)(=O)Oc2ccc3ccccc3c2)cc1
→ u, -13, -21%, -6%, -15%, 32%[activator], i, u, u
> COC(=O)Cn1c(=NC(=O)C2CC2)sc2c(C)cc(C)cc21
→ 0%, 41, -5%, 11%, -11%, -18%, i, -10%, 12%
> CSc1nn(CCc2ccncc2)c(=S)s1
→ 9%, 0, 0%, 4%, -22%, 7%, u, u, 4%
> CN(C)S(=O)(=O)c1ccc(NC(=S)NC(=O)c2cccs2)cc1
→ -3%, -2, 16%, 3%, -17%, -20%, i, 17%, 10%
> Cc1ccc(NC(=O)CCc2nnc(SCC(=O)Nc3ccccc3C)n2C)cc1Cl
→ 4%, 0, 8%, -7%, -1%, -6%, i, 5%, -2%
> Cc1cc(C(F)F)n2nc(C(=O)Nc3cccc(C(F)(F)F)c3)nc2n1
→ 22%, -11, 11%, 5%, -11%, -7%, i, -5%, 21%
> Cc1ccc2c(=O)cc(C(=O)Nc3ccc(S(=O)(=O)Nc4ncccn4)cc3)oc2c1C
→ 3%, x, x, x, -24%, 1%, i, x, x
> CCCN(CC(=O)Nc1cc(Cl)ccc1Cl)C(=O)c1ccc(N2CCCC2=O)cc1
→ u, 2, 0%, -2%, -2%, -16%, i, -4%, 2%
> COCCN(C(=O)CSc1nc2ccccc2c(=O)n1CC(C)C)c1c(N)n(Cc2ccccc2)c(=O)[nH]c1=O
→ 2%, -5, -4%, 4%, 2%, -14%, i, 2%, 1%
> CC(=O)Oc1ccc(C(=O)Nc2ccc(C3(C#N)CCCC3)cc2)cc1
→ -25%, -59*, -15%, u, -54%, x, u, -6%, 14%
> COc1ccc(C)cc1NC(=O)CSc1nnc(-c2ccco2)n1N
→ 17%, -12, 0%, 1%, -28%, -8%, i, -4%, -2%
> CC(C)c1ccc(NC(=O)C2CCC(CNS(=O)(=O)c3ccc4c(c3)CCCC(=O)N4)CC2)cc1 (stereo unspecified)
→ 1%, x, x, x, -24%, -10%, i, x, x
> COc1ccc(-c2[nH]c(-c3ccc(C)cc3)nc2SCC(=O)NCc2ccco2)cc1OC
→ -4%, 6, 12%, -3%, 8%, 8%, x, -12%, 0%
> CCOC(=O)/C=C/C(=O)OCC(=O)NC(c1ccccc1)c1ccccc1
→ 0%, -97*, -1%, 21µM*, -34%, 2%, i, u, u
> NC(=O)CNC(=O)[C@@H]1CC2(CC(c3cccc(Br)c3)=NO2)CN1C(=O)c1ccc(Br)cc1 (stereo partly specified)
→ 8%, -14, -2%, -2%, -1%, -2%, i, -5%, 21%
> Cc1c(CNC2CCCCC2)c(C(=O)O)c(C)n1Cc1ccc(Cl)cc1
→ -12%, x, x, x, 1%, -62%, i, x, x
> O=C(Nc1ncc(C(F)(F)F)cc1Cl)c1ccc(S(=O)(=O)N2CCOCC2)cc1
→ -7%, -14, -3%, -11%, -3%, 25%, i, 10%[1.84 µM], u
> Cc1c(NC(=O)Nc2ccccc2)cccc1[N+](=O)[O-]
→ -1%, -20, -3%, 0%, 14%, 3%, i, 0%, 7%
> CN(Cc1ccccc1)C(=O)c1ccc(Nc2nc(CN)cs2)nc1
→ 0%, -20, -8%, 2%, -2%, -12%, u, x, x
> O=C(Nc1ccnn1C1CCN(CC(O)CO)CC1)C1CCCC1 (stereo unspecified)
→ 4%, 7, 1%, -2%, 0%, 3%, i, -4%, 0%
> Nc1[nH]c(=O)[nH]c(=O)c1N=Cc1ccccc1
→ -9%, -1, -3%, u, -7%, 5%, x, 18%, 4%

Part of the list above, with bars between the fields.
Molecule | KB-3-1 cytotox | IL-1B inflam inh | HT1080-NT tox | HT1080 IDH1KD tx | HepG2 viability | ATXN2 expr inh | S2 tox | SW480 rerep | MCF10A rerep
NC(=O)CNC(=O)[C@@H]1CC2(CC(c3cccc(Br)c3)=NO2)CN1C(=O)c1ccc(Br)cc1 (stereo partly specified) | 8% | -14 | -2% | -2% | -1% | -2% | i | -5% | 21%
Cc1c(CNC2CCCCC2)c(C(=O)O)c(C)n1Cc1ccc(Cl)cc1 | -12% | x | x | x | 1% | -62% | i | x | x
O=C(Nc1ncc(C(F)(F)F)cc1Cl)c1ccc(S(=O)(=O)N2CCOCC2)cc1 | -7% | -14 | -3% | -11% | -3% | 25% | i | 10%[1.84 µM] | u
Cc1c(NC(=O)Nc2ccccc2)cccc1[N+](=O)[O-] | -1% | -20 | -3% | 0% | 14% | 3% | i | 0% | 7%
CN(Cc1ccccc1)C(=O)c1ccc(Nc2nc(CN)cs2)nc1 | 0% | -20 | -8% | 2% | -2% | -12% | u | x | x
O=C(Nc1ccnn1C1CCN(CC(O)CO)CC1)C1CCCC1 (stereo unspecified) | 4% | 7 | 1% | -2% | 0% | 3% | i | -4% | 0%
Nc1[nH]c(=O)[nH]c(=O)c1N=Cc1ccccc1 | -9% | -1 | -3% | u | -7% | 5% | x | 18% | 4%
